V1R ag counter: activates human V1a receptor in oxytocin agonist counter-screen | activation, % at 3 µM | CHO-V1R cells, Fluo-8 calcium fluorescence, agonist mode; 0% DMSO, 100% 3 nM vasopressin | P37288 | AID 2797 | 320,000 tested, 0.25% active;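 active = activation above the mean activation of all tested compounds plus 3 SD, per screening run, cut at about 20% in these data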;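 note: signal is peak over basal fluorescence ratio across a 100 second FLIPR read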
GPR7 antagonist: antagonists of human GPR7 (neuropeptides B/W receptor 1) | P48145 | GPR7-expressing cells, fluorescence antagonist assay | inhibition, % at 4.4 µM | 290,000 tested, 1.1% active | AID 1861; in the data active = inhibition above about 16%, passing the limit was not always enough;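 note: cells stimulated with the agonist NPW; 0% = agonist with vehicle and 100% = vehicle without agonist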
OXTR agonist: agonists of human oxytocin receptor | activation, % at 3 µM | CHO-OTR cells, Fluo-8 calcium fluorescence; normalized: DMSO 0%, oxytocin 100% | 320,000 tested, 0.32% active;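 active = activation above the mean of all tested compounds plus 3 SD, cutoff set per screening run, cut at about 20% in these data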;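 note: peak over basal fluorescence ratio from a 100 s FLIPR kinetic read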
MEKK3 PB1 HTS: modulators (inhibitors or enhancers) of MEK5 binding to human MEKK3 PB1 domain. Q99759. bead-based flow cytometry, Alexa488-MEK5 binding to MEKK3; actives lie on both sides; 0 = blocked by unlabeled MEK5, 100 = vehicle. binding response (% of control), % at 10 µM. 290,000 tested, 1.4% active;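 active = binding response more than 3 SD above or below the average of its plate-row segment, actives on both sides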;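 note: Alexa488 bead fluorescence after subtracting the streptavidin-only scavenger bead signal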
Target sequence (Q99759 whole entry, looked up, the tested form may be a part): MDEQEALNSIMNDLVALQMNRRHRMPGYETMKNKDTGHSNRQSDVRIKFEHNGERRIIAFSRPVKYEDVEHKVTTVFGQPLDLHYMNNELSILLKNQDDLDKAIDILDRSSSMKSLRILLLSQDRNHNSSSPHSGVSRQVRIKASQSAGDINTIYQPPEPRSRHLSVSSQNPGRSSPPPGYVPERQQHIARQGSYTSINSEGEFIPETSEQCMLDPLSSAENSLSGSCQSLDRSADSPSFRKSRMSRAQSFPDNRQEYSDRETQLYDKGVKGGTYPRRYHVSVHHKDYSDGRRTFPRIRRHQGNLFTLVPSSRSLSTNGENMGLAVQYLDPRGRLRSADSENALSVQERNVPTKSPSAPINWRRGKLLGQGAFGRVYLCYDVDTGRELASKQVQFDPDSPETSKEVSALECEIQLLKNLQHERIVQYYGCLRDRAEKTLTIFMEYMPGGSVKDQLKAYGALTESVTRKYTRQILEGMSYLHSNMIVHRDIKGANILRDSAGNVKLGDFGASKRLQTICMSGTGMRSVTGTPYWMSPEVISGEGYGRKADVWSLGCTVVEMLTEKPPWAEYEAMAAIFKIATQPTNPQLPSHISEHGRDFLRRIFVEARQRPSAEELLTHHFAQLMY
GalR3 antag: antagonists of human GalR3; HEK293 GalR3-CNG cAMP membrane potential fluorescence; galR3 body fused to GalR1 C-terminus; 360,000 tested, 0.44% active; AID 651719; inhibition, % at 3 µM; O60755;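 active = inhibition above the screen-wide average plus 3 SD, cut at about 13% in these data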;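 note: forskolin and galanin both at EC90 stimulate the cells; cAMP rise reported by CNG channel membrane potential dye signal; 0% = forskolin plus galanin with DMSO and 100% = forskolin alone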
Target sequence (O60755 1-299 limits assumed): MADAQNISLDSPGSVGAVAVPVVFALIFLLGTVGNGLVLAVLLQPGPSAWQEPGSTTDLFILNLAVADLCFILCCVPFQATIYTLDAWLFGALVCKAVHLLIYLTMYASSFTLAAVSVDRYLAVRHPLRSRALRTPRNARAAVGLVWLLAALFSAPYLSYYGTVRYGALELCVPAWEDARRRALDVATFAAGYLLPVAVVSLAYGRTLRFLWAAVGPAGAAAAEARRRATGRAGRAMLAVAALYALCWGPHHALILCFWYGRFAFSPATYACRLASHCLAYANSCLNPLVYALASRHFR
NALP1 inh: inhibitors of NALP1 inflammasome in yeast; S. cerevisiae NALP1/ASC/caspase-1 growth, X-gal OD620, 72 h; inhibition, % at 10 µM; 280,000 tested, 0.61% active; AID 2071; in the data active = inhibition mostly above about 24%, no sharp cut-off; inactive = mostly below about 32%; note: some compounds called inactive have numbers as strong as hits
PHOSPHO1 inh: blocks human PHOSPHO1 phosphatase activity. inhibition, % at 13.3 µM. recombinant PHOSPHO1, absorbance phosphatase assay. Q8TCT1. 290,000 tested, 1.1% active; in the data active = inhibition above about 60%
MEKK2wt PB1 HTS: raises or lowers MEK5 binding to wildtype human MEKK2 PB1 domain. binding response (% of control), % at 10 µM. bead flow cytometry, Alexa488-MEK5 binding to MEKK2 WT; actives lie on both sides. AID 1531. 290,000 tested, 1.1% active; in the data active = binding response below about 67% or above about 130%
MEKK2mut PB1 HTS: signal of MEK5 binding to mutant human MEKK2 PB1 domain. bead flow cytometry, Alexa488-MEK5 binding to MEKK2 mutant. 290,000 tested, 0.35% active. percent response, % at 10 µM; in the data active = percent response above about 24%, passing the limit was not always enough; note: inactives centre near 1; some results filed as inactive read as strong as hits; reference of the scale not given here
Active calls of the source: *; . = not tested or not shown.

SMILES	V1R ag counter	GPR7 antagonist	OXTR agonist	MEKK3 PB1 HTS	GalR3 antag	NALP1 inh	PHOSPHO1 inh	MEKK2wt PB1 HTS	MEKK2mut PB1 HTS
COc1ccc2cc(CCNS(=O)(=O)c3c(C)cc(C)cc3C)c(=O)[nH]c2c1	1.9	7	1.9	101	-9	-5	32	97	0
CCOC(=O)c1sc(=S)n(-c2ccccc2)c1N(C(C)=O)C(C)=O	0.7	-7	0.2	97	-1	15	-8	90	-13
O=c1oc2cc(OCc3ccc(C(F)(F)F)cc3)ccc2cc1-c1ccccn1	0.5	-11	-0.1	103	-3	5	-11	102	1
Cc1cc2cc(OCc3ccccc3)ccc2n1C	0.3	-12	-0.4	100	-7	26	.	105	3
CCc1nc2sc3c(c2c(=S)[nH]1)CC(C)(C)OC3	.	-13	.	106	-1	4	-60	102	1
O=C(NC1CCN(Cc2ccc3ccccc3c2)CC1)c1ccccc1	7.0	-15	3.9	102	-4	9	33	114	11
CCOC(=O)NC(=O)/C(C#N)=N/Nc1c(F)cccc1F	0.2	-7	0.7	105	-4	-10	17	105	3
Cn1cc(Cl)c(-c2n[nH]c(=S)n2-c2ccc(F)cc2)n1	0.3	-11	-0.8	85	-4	32	3	90	-3
COC(=O)C(C)n1cnc2c(nnn2Cc2ccc(Cl)cc2)c1=O (configuration not stated)	0.9	-3	2.4	92	-6	-16	-5	93	2
COc1ccc(C=O)cc1OC(=O)C1(C)Cc2ccccc2C(=O)O1 (configuration not stated)	2.4	-2	0.4	97	3	-1	13	98	2
Cc1ccc(S(=O)(=O)Nc2c(C(=O)O)[nH]c3ccccc23)c(C)c1	0.3	-7	0.5	101	-1	12	-1	100	1
O=C(CSc1nnc2n1CCCN2)c1ccc([N+](=O)[O-])cc1	-0.6	-1	-0.9	101	2	.	-17	101	1

Some of the entries so far, bar-delimited:
mol | V1R ag counter | GPR7 antagonist | OXTR agonist | MEKK3 PB1 HTS | GalR3 antag | NALP1 inh | PHOSPHO1 inh | MEKK2wt PB1 HTS | MEKK2mut PB1 HTS
Cn1cc(Cl)c(-c2n[nH]c(=S)n2-c2ccc(F)cc2)n1 | 0.3 | -11 | -0.8 | 85 | -4 | 32 | 3 | 90 | -3
O=C(NC1CCN(Cc2ccc3ccccc3c2)CC1)c1ccccc1 | 7.0 | -15 | 3.9 | 102 | -4 | 9 | 33 | 114 | 11
O=C(CSc1nnc2n1CCCN2)c1ccc([N+](=O)[O-])cc1 | -0.6 | -1 | -0.9 | 101 | 2 | . | -17 | 101 | 1

More results follow.
SMILES	V1R ag counter	GPR7 antagonist	OXTR agonist	MEKK3 PB1 HTS	GalR3 antag	NALP1 inh	PHOSPHO1 inh	MEKK2wt PB1 HTS	MEKK2mut PB1 HTS
Cc1cc(C(=O)Cn2nnc3ccccc3c2=O)c(C)n1Cc1cccs1	-0.3	5	-0.8	106	-2	4	-14	106	1
COc1ccc(CCNC(=O)c2cc(-c3cc(C)cc(C)c3O)n[nH]2)cc1OC	4.0	-16	1.6	125	-2	38	28	117	21
CN(C)c1ccc(C(=O)NNC(=O)c2ccc(Cl)cc2)cc1	0.8	-17	-0.3	90	-3	17	43	95	-15
COCC(C)n1c(SCC(=O)NC(=O)Nc2ccc3c(c2)OCCO3)nc2ccccc2c1=O (configuration not stated)	-0.1	-2	-1.1	98	-1	30	-4	95	0
OCCN1CCN(c2cc(C(F)(F)F)nc3c(F)cccc23)CC1	0.3	-9	-0.6	81	-5	.	33	78	-8
CC(C)Oc1ccc(CNC(=O)c2ccc3c(c2)N(C)CCS3)cc1	-0.7	-3	1.5	103	.	9	7	100	2
O=C(/C=C/c1ccc2ccccc2c1)c1ccoc1	-0.8	-5	0.9	99	-1	5	3	102	3
CN(C(=O)c1cccc(C#N)c1)c1nnc(-c2ccncc2)s1	.	-3	.	101	-2	11	6	103	3
Cc1ccc(NC(=O)COC(=O)/C=C/c2c(C)nn(-c3ccc(F)cc3)c2Cl)cc1F	0.0	-4	-0.2	102	-1	23	-8	100	-1
COc1ccc(-c2csc3nc(C(C)(C)C)oc(=O)c23)cc1OC	1.4	2	-0.9	98	-2	-5	1	98	-1
O=C(CCNC(=O)C1CCN(S(=O)(=O)c2ccc(F)cc2)CC1)NCc1cccc(Cl)c1	2.2	-1	-0.3	99	3	-9	26	98	3
CCn1c(C)nnc1SCC(=O)Nc1cccc(Cl)c1	0.7	-3	0.1	101	-9	16	3	103	2
COc1cc(-c2nnc(-c3cccnc3)o2)cc(OC)c1OC	0.6	-13	0.5	99	-2	10	20	99	-4
O=C(NCCOc1ccccc1)C1CCCCC1	-0.5	-15	-0.6	100	-4	10	28	104	1
COc1ccc(NC(=O)NCc2ccccn2)c(OC)c1	2.1	5	0.2	100	0	15	29	103	5
O=C(Nc1ncnc2sc3c(c12)CCCC3)c1ccncc1	-0.6	-4	-1.8	110	-3	-1	12	99	-2
CCCN(Cc1ccccc1)C(=S)NC(=O)c1ccccc1[N+](=O)[O-]	-0.9	-7	-2.1	103	4	17	18	101	-1
CCCn1c(C)cc(=O)c2cc(NC(=O)c3cnccn3)ccc21	-0.4	-5	-0.1	104	-3	42	-15	102	3
Cc1ccc2c(C(=O)CN3CCOCC3)c(C)[nH]c2c1	0.7	3	0.5	108	3	36	0	117	9
CCOc1ccccc1NC(=O)c1nc[nH]c1C(=O)Nc1ccccc1OCC	0.1	6	0.9	104	.	-11	54	100	-1
O=C(c1ccccc1)N1CCN(C(=O)c2ccccc2)CC1	1.5	1	-0.2	87	-3	-3	20	101	1
O=[N+]([O-])c1ccccc1SNc1ccccn1	0.4	-12	-1.9	91	3	32	-10	93	-2
CC1=NN(C(=O)c2ccc(Cn3cc([N+](=O)[O-])cn3)cc2)C(O)(C(F)(F)F)C1 (configuration not stated)	16	-6	7.3	98	0	24	2	98	-1
O=C(CN1CCN(C2CCCCC2)CC1)NCCC1=CCCCC1	0.8	0	-0.4	102	-5	-9	-18	99	-1
COc1ccc(Cc2nnn(CC(=O)O)n2)cc1	1.5	-3	0.3	92	-3	29	49	92	-8
O=C(C1CCN(S(=O)(=O)c2cnc[nH]2)CC1)N1CCN(c2ccc([N+](=O)[O-])cc2)CC1	-0.1	-17	1.8	102	2	8	51	101	2
Oc1ccc(CCC2CCCCN2Cc2nc(C3CC3)no2)cc1 (configuration not stated)	0.8	-14	1.9	87	-10	0	1	95	-6
O=C(NCCc1ccccc1)/C(=C\c1ccccc1)NC(=O)c1ccco1	-0.5	-4	-0.4	97	0	-1	8	98	1
CC(=O)c1cnc(-c2ccccc2Cl)s1	-0.2	-3	-1.2	106	-11	4	25	108	-1
CCOC(=O)c1[nH]c2ccccc2c1NC(=O)c1ccco1	-1.5	1	-1.8	120	-3	3	0	111	7
CCCC(=O)Nc1nc(-c2ccc(OC)cc2)cs1	-0.4	22*	-2.3	101	-4	1	18	100	8
Cc1ccc(S(=O)(=O)NCC(=O)N(c2ccccc2)C(C(=O)NCc2ccccc2)c2ccco2)cc1 (configuration not stated)	7.5	-18	-1.5	101	-2	21	-8	97	0
CC(C)NC(=O)COc1ccccc1C#N	-0.3	8	0.4	105	-7	-11	4	105	-1
CCc1ccc(C2NC(=S)NC3=C2C(=O)CCC3)cc1 (configuration not stated)	-0.4	0	-0.3	101	-5	31	-9	98	7
COc1ccc(OCc2cc(C(=O)N(C)Cc3nnc(C)o3)no2)c(Cl)c1	-0.5	-4	-1.0	101	-4	2	20	100	4
Cc1csc(NC(=O)c2cccc(S(=O)(=O)N3CCCCC3)c2)n1	2.6	0	0.0	99	-3	-8	21	106	0
CCOC(=O)c1ccc(N2NC(=O)/C(=C/c3ccc(OC(=O)c4ccco4)c(OC)c3)C2=O)cc1	-0.6	-5	-1.8	100	3	1	7	88	-2
CCOc1ccccc1NC(=O)CC1NCCNC1=O (configuration not stated)	-0.6	-5	1.8	97	-3	21	13	97	-5
O=S(=O)(c1ccccc1)c1nc(-c2ccco2)oc1NCCCN1CCOCC1	-0.2	-15	0.2	95	6	24	0	101	-2
CCCCNCc1cc(OC)c(OCC(N)=O)cc1Br	0.8	-7	0.1	98	-2	-19	-15	100	3
O=C(c1cc(COc2cccc(C(F)(F)F)c2)on1)N1C[C@@H]2CCC[C@H]1C2	6.6	-26	0.1	106	-3	3	29	109	12
O=S(=O)(/N=C(/c1ccccc1Cl)N1CCOCC1)c1ccccc1	0.8	-3	0.0	98	-3	12	-13	97	0
Cc1cccc(Nc2nnc(SCC3CCCCO3)s2)c1C (configuration not stated)	0.9	-5	1.6	93	-4	36	1	90	-8
Cc1cc(C)n2c3c(c(C#N)c2n1)CC(C)(C)OC3	0.1	-12	-0.4	109	4	6	12	112	10
C=C(C)CNC(=O)CCc1nnc(Cc2cccc(C(F)(F)F)c2)o1	1.1	-9	0.3	100	-3	6	-3	91	-11
O=C(c1ccc2c(c1)OCO2)C1CCCN(Cc2cc(F)ccc2-n2cccn2)C1 (configuration not stated)	-0.5	-9	-2.7	112	2	9	44	99	4
CC(C)c1ccc(NC(=S)NNc2ccc(Cl)c(C(=O)O)c2)cc1	1.2	-13	-0.5	115	-3	.	14	102	2
O=c1cc(COc2ccccc2[N+](=O)[O-])nc2sccn12	-0.1	-9	0.6	102	-6	-2	-23	98	2
Fc1ccc(-c2nnc(SCc3cccnc3)o2)cc1	0.3	8	-1.5	102	0	3	24	98	-2
CC(=C/c1ccccc1)/C=N/NC(=O)c1ccc2nc[nH]c2c1	1.1	-5	0.8	84	-4	29	0	100	0
CCn1c(SCC(=O)NC(=O)c2ccccc2OC)nc2ccccc21	-0.1	-7	-0.5	102	-2	6	12	106	8
O=C(c1ccc(-n2ccnc2)cc1)N1CCCC(CO)(Cc2cccc(Cl)c2)C1 (configuration not stated)	1.5	7	0.2	100	-2	10	34	99	-2
O=C(O)CSCC(=O)Nc1ccccc1SCCS(=O)(=O)c1ccc(Cl)cc1	.	-22	.	102	-7	-1	20	100	2
Fc1ccc(COc2ccc3ccccc3c2CNc2nn[nH]n2)cc1	1.0	-6	1.6	101	7	-1	9	96	-3
COc1cc(CCN2C(=O)c3cccc4cccc(c34)C2=O)c(S(=O)(=O)N2CCC(C)CC2)cc1OC	0.7	-15	-0.5	99	-1	39	-15	93	6
CCCNC(=O)Nc1nc2ccccc2s1	0.3	-7	-1.0	105	-3	.	5	100	-1
CSc1ccccc1OCc1cc(C(=O)NCc2cccc(C)n2)no1	0.7	2	-0.3	102	-4	16	-6	97	-1
Cc1cccc(CSc2nnc(CCNC(=O)OC(C)(C)C)o2)c1	-1.2	-8	-2.0	101	2	.	3	100	5
COc1ccc(Br)cc1S(=O)(=O)Nc1ncccc1C	1.6	-4	0.8	97	-1	14	5	96	-5
O=C(NC(=S)Nc1ccc(S(=O)(=O)Nc2nccs2)cc1)c1ccccc1	0.2	-12	-1.4	102	-10	5	10	123	16
Remaining list, next part.
SMILES	V1R ag counter	GPR7 antagonist	OXTR agonist	MEKK3 PB1 HTS	GalR3 antag	NALP1 inh	PHOSPHO1 inh	MEKK2wt PB1 HTS	MEKK2mut PB1 HTS
CCOC(=O)C1CCN(C(=O)c2sc3nc(C)nc(N4CCC(C)CC4)c3c2C)CC1	-1.7	7	-1.9	80	-7	15	-14	103	5
Cc1csc(NC(=O)c2ccccc2)n1	0.9	7	-0.3	106	-7	22	34	102	2
CCCNC(=O)CC1C(=O)N(Cc2ccccc2)C(C)c2nc3ccccc3n21 (configuration not stated)	-1.1	-1	-0.8	99	-5	4	3	97	0
O=C(CCC(=O)N1CCOc2ccccc21)Nc1ccccc1Br	-0.2	-2	-1.9	102	.	7	18	103	1
CCN(CC)c1ccc(S(=O)(=O)N2CCOCC2)cc1NS(C)(=O)=O	0.3	6	-0.6	99	0	3	17	93	-8

Bioassay records from PubChem BioAssay.
